Assay outcomes as filed in PubChem.
PI4K2A block: qHTS for small molecular inhibitors of PI4K2A; Phosphatidylinositol 4-kinase type 2-alpha (Homo sapiens), Q9BTU6; purified PI4K2A, ADP-Glo luminescence, 1 h; stronger effect = lower value; activity change, negative = inhibition, % at 76.9 µM; 0.13% of 420,000 active; in the data active = activity change below about -50%; inconclusive = mostly about -30% to -49%;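 also: -100% = wells without enzyme as full effect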
Target sequence (Q9BTU6 whole entry, looked up): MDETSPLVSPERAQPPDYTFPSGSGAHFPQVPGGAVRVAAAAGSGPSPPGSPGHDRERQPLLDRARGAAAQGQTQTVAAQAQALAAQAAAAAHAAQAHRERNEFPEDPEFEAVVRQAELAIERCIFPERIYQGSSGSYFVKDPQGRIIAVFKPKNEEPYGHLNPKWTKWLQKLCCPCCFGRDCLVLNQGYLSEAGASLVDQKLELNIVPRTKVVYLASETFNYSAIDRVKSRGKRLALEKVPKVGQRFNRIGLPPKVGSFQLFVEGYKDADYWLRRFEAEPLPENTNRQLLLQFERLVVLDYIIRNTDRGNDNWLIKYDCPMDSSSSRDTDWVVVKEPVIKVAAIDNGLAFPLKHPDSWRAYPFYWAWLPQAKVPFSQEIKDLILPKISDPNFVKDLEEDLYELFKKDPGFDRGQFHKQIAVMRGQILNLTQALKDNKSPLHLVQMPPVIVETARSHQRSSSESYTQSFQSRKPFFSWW
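ADP-Glo luminescence measured ADP generated by PI4K2A enzyme (4 ug/mL before mixing) with 1.2 mM PI substrate (pre-mix) and 300 microM ATP (pre-mix). Tris pH7.5 buffer with MgCl2, Triton X-100; 1 h reaction at ambient temperature.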
GLS inhibitor: qHTS for Inhibitors of Glutaminase (GLS) | GLS enzymatic activity, qHTS titration | Potency, µM (doses to about 45.5 µM), for inactives: at the top dose activity change, negative = inhibition, hits mostly inhibitors | 0.21% of 410,000 active | AID 624170, 2012; also: potency is read from the fitted curve at half-maximal effect; % is scaled to controls: 0 for no effect and ±100 for the full control effect
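Glutamate formation by hKGA was monitored fluorometrically using coupled glutamate oxidase, HRP and Amplex Red. Substrate was added as 1 mM L-glutamine solution; incubation was 30 min at RT after an initial read.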
Pin1 inh: qHTS Assay to Find Inhibitors of Pin1. 0.009% of 390,000 active. Peptidyl-prolyl cis-trans isomerase NIMA-interacting 1 (Homo sapiens), Q13526. AID 504891, 2011. Potency, µM (top dose mostly 115 µM), for the others: at the top dose activity, negative = inhibition, hits mostly inhibitors. Pin1 FP peptide displacement, HiFluor488, 10 min; active = well fitted inhibition curve with a large enough effect in the polarisation, with a control signal flat, not every such curve was filed as active; inconclusive = small, poorly fitted or top-dose-only effect, or effect the other way, or a change in a side signal; inactive = no such curve, though single readings can be large or run the other way; the % refers to the polarisation; also: potency is read from the fitted curve at half-maximal effect; % is scaled to controls: 0 for no effect and ±100 for the full control effect
G9a block: qHTS Assay for Inhibitors of Histone Lysine Methyltransferase G9a. 8.8% of 350,000 active. AID 504332, 2011. Potency, µM (series often up to 102 µM), for inactives: top-dose activity, negative = inhibition, hits mostly inhibitors. Histone-lysine N-methyltransferase EHMT2 (Homo sapiens), Q96KQ7. G9a H3K9 monomethylation, AlphaScreen, 2 h; also: potency is read from the fitted curve at half-maximal effect; % is scaled to controls: 0 for no effect and ±100 for the full control effect; nearly all actives have a fitted effect of over 75% in size
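Using a bead-based AlphaScreen, monomethylated H3K9 product from 2 h room-temperature reactions (G9a 20 nM, peptide 500 nM, SAM 20 uM) was detected with 0.5 ug/mL rabbit anti-H3K9me1 antibody.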
JMJD2A Tudor inh: qHTS Assay for Inhibitors of JMJD2A-Tudor Domain | Lysine-specific demethylase 4A (Homo sapiens), O75164 | AlphaScreen JMJD2A-Tudor / H3K4me3 peptide binding | Potency, µM (doses to about 114 µM), inactives show top-dose activity change, negative = inhibition, hits mostly inhibitors | 4.4% of 390,000 active; also: potency is read from the fitted curve at half-maximal effect; % is scaled to controls: 0 for no effect and ±100 for the full control effect; nearly all actives have a fitted effect of over 50% in size
BAZ2B block: qHTS Assay for Inhibitors of BAZ2B | 4.4% of 360,000 active | AlphaScreen BAZ2B-H3K14Ac peptide displacement | Bromodomain adjacent to zinc finger domain protein 2B (Homo sapiens), Q9UIF8 | Potency, µM (doses to about 114 µM), for inactives: top-dose activity change, negative = inhibition, most hits filed as inhibitors; also: potency is read from the fitted curve at half-maximal effect; % is scaled to controls: 0 for no effect and ±100 for the full control effect; nearly all actives have a fitted effect of over 60% in size
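BAZ2B 50 nM plus b-H3(5-23)K14Ac 50 nM, PBS pH 7.4/0.01% Tween-20, 30 min RT; compound added (max 110 uM), 30 min RT; streptavidin donor/Ni-chelate acceptor beads 10 ug/mL final, 20 min dark; AlphaScreen read.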
POLH inh: qHTS for Inhibitors of Polymerase Eta | recombinant Pol eta, fluorescent DNA replication assay | Potency, µM (titrated, usually from 114 µM), for inactives: at the highest dose activity change, negative = inhibition, actives largely listed as inhibitors | 1.2% of 390,000 active; also: potency is read from the fitted curve at half-maximal effect; % is scaled to controls: 0 for no effect and ±100 for the full control effect
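Pol eta (10 nM) was preincubated with compounds for 15 min at room temperature, after which fluorescent replication substrate (50 nM final) was added to start the reaction. Fluorescence was read kinetically at 0 and 10 min.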
Tb PGK inh: qHTS Assay to Find Inhibitors of Phosphoglycerate Kinase; 0.043% of 380,000 active; Phosphoglycerate kinase, glycosomal (Trypanosoma brucei brucei), P07378; AID 602233, 2012; PGK/GAPDH coupled, Kinase-Glo luminescence, 60 min; Potency, µM (doses to about 57.5 µM), inactives show at the top dose activity change, negative = inhibition, most hits filed as inhibitors; also: potency is read from the fitted curve at half-maximal effect; % is scaled to controls: 0 for no effect and ±100 for the full control effect; nearly all actives have a fitted effect of over 60% in size
Target sequence (P07378 whole entry, looked up): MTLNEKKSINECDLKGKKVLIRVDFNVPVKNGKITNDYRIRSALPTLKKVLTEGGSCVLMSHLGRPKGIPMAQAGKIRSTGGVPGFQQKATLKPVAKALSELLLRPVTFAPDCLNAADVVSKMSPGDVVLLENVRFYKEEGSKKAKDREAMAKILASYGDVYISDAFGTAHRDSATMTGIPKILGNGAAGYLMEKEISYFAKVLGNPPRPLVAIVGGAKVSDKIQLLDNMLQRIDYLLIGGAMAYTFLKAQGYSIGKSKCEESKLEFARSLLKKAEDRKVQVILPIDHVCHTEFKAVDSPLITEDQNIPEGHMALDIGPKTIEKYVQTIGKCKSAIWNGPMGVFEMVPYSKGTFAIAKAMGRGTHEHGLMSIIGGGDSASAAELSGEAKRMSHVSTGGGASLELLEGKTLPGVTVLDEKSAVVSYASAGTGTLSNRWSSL
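Recombinant glycosomal PGK reaction used 1,3-bisphosphoglycerate generated in-well by GAPDH (100nM final) in 100mM TEA pH 7.6, 5mM MgCl2, 0.01% Tween-20. After 60 minutes at room temperature, ATP was read by Kinase-Glo Plus luminescence end-point.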
HP1b binding inh: HTS for Inhibitors of HP1-beta Chromodomain Interactions with Methylated Histone Tails | Chromobox protein homolog 1 (Homo sapiens), P83916 | AID 540317, 2011 | AlphaScreen HP1-beta / biotin-H3K9me3 peptide binding | Potency, µM (doses to about 114 µM), inactives show at the top dose activity change, negative = inhibition, most hits filed as inhibitors | 0.56% of 390,000 active; also: potency is read from the fitted curve at half-maximal effect; nearly all actives have a fitted effect of over 70% in size; inactives centre near 23
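Compound inhibition of the preformed complex between 50 nM HP1-beta and 50 nM biotinylated H3K9me3 peptide was read by AlphaScreen. Buffer was PBS pH 7.4 with 0.01% Tween-20. Incubations ran 30 min at room temperature, with 10 ug/mL donor/acceptor beads.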
The depositor's hits bear a star; [ ] = remark or other dose. Unless noted, calls follow the shape of the dose curve; as a rule, active = well fitted curve in the direction sought with a large enough effect; inconclusive = small, poorly fitted or top-dose-only effect, or another doubt; inactive = no such curve, though single readings can be large; an effect the other way counts as inactive or inconclusive. These rows are one share of the data (hit frequency here may not be typical).

`Cc1ccc(N2C(=O)C(CC(=O)Nc3cccc(F)c3)N(CCc3ccccc3F)C2=O)cc1` (centres undefined) gave PI4K2A block -3, GLS inhibitor -5%, Pin1 inh 3%, G9a block 34%[59 µM], JMJD2A Tudor inh -6%, BAZ2B block -38%, POLH inh -15%, Tb PGK inh -2% and HP1b binding inh 30%.
`Nc1c(C(=O)Nc2cccc(F)c2)nnn1-c1ccc2c(c1)OCCO2` gave PI4K2A block 3, GLS inhibitor -10%, Pin1 inh 11%, G9a block inconclusive, JMJD2A Tudor inh -13%, BAZ2B block -15%, POLH inh -2%, Tb PGK inh -2% and HP1b binding inh 28%.
`COc1cc(NC(=O)Cn2nnc(-c3ccccc3N)n2)cc(OC)c1` gave PI4K2A block -3, GLS inhibitor 4%, Pin1 inh -1%, G9a block inconclusive, JMJD2A Tudor inh -12%, BAZ2B block -5%, POLH inh -12%, Tb PGK inh 2%[11.5 µM] and HP1b binding inh 18%.
`CN(C(=O)c1ccc(N2CCCCC2)c([N+](=O)[O-])c1)C1(C)CCS(=O)(=O)C1` (centres undefined) gave PI4K2A block -2, GLS inhibitor 5%, Pin1 inh 2%, G9a block 0%[12.7 µM], JMJD2A Tudor inh -16%, BAZ2B block inconclusive, POLH inh 0%, Tb PGK inh 0% and HP1b binding inh -6%.
`Cc1ccc(S(=O)(=O)N(C)CC(=O)Nc2nnc(CC(C)C)s2)cc1` gave PI4K2A block -2, GLS inhibitor 2%, Pin1 inh 4%, G9a block -121%[12.7 µM], JMJD2A Tudor inh 9%, BAZ2B block -10%, POLH inh 1%, Tb PGK inh 1% and HP1b binding inh 26%.
COc1cccc(CN(C)C(=O)C2CCCN(C(=O)c3ccc(Cl)cc3)C2)c1 (centres undefined) was read as PI4K2A block -2, GLS inhibitor 0%, POLH inh -19% and Tb PGK inh -3%.
`N#CC(c1ccc(F)cc1)c1ccc(C(=O)c2ccccc2)cc1` (centres undefined) gave PI4K2A block 10, GLS inhibitor 1%, Pin1 inh 3%, G9a block 77%[activator], JMJD2A Tudor inh 44%[activator], BAZ2B block 33%, POLH inh -13%, Tb PGK inh -4% and HP1b binding inh 131%[activator].
Screening CCSc1n[nH]c2nc3c(c(=O)n12)C1(CCCCC1)Cc1ccccc1-3 returned PI4K2A block 0, GLS inhibitor 1%, Pin1 inh -7%, JMJD2A Tudor inh -8%, BAZ2B block 1%, POLH inh -15%, Tb PGK inh -4% and HP1b binding inh 8%.
`CN(CC(=O)N1CCN(c2ccccc2)CC1)C1CCCc2ccccc21` (centres undefined) gave PI4K2A block 2, GLS inhibitor 24%, Pin1 inh -2%, G9a block -9%, JMJD2A Tudor inh inconclusive, BAZ2B block -22%, POLH inh -15%, Tb PGK inh -8% and HP1b binding inh -21%.
Screening COc1ccc(C(=O)NCC(=O)NCCc2c[nH]c3ccccc23)cc1OC returned PI4K2A block 0, GLS inhibitor 9%, Pin1 inh -2%, G9a block 12%, JMJD2A Tudor inh 1%, BAZ2B block -8%, POLH inh -12%, Tb PGK inh 2% and HP1b binding inh -3%.
`CC(C)CNC(=O)c1ccccc1NC(=O)c1ccccc1N(C)S(C)(=O)=O` gave PI4K2A block 2, GLS inhibitor -5%, Pin1 inh -15%, G9a block inconclusive, JMJD2A Tudor inh -2%, BAZ2B block -4%, POLH inh -8%, Tb PGK inh -1% and HP1b binding inh 33%.
`O=C(O)c1cc(-c2cccc(Cl)c2)nc2nc(N3CCCCC3)sc12` gave PI4K2A block 1, GLS inhibitor inconclusive, Pin1 inh -9%, G9a block -2%[59 µM], JMJD2A Tudor inh -5%, BAZ2B block 8%, POLH inh inconclusive, Tb PGK inh -5% and HP1b binding inh 48%[activator].
CC(=O)Nc1ccc(OCC(O)CNC2CCCC2)cc1 (centres undefined) was read as PI4K2A block 2, GLS inhibitor 7%, Pin1 inh 0%, G9a block -51%[59 µM], JMJD2A Tudor inh -12%, BAZ2B block -25%, POLH inh -18%, Tb PGK inh -1% and HP1b binding inh 28%.
COc1ccc(/C=C/C(=O)OCC(=O)NC(C)CCc2ccccc2)cc1 (centres undefined) was read as PI4K2A block 3, GLS inhibitor 6%, Pin1 inh -1%, JMJD2A Tudor inh -13%, POLH inh -3%, Tb PGK inh -7% and HP1b binding inh 9%.
For C[C@H](CO)N1C[C@H](C)[C@@H](CN(C)S(=O)(=O)c2ccc(F)cc2)OCc2cn(nn2)CCCC1=O the results were PI4K2A block 3, GLS inhibitor -4%, POLH inh -1% and Tb PGK inh inactive.
Screening O=C1CCC/C=C/C[C@@H](CC(=O)N(CCO)Cc2ccccc2)C(=O)NC[C@@H](c2ccccc2)O1 returned PI4K2A block 3, GLS inhibitor 7%, Pin1 inh -1%, JMJD2A Tudor inh -14%, POLH inh -6%, Tb PGK inh 12% and HP1b binding inh 31%.
For CCN(CC)Cc1c(O)ccc2cc(-c3nc4ccccc4n3C)c(=O)oc12 the results were PI4K2A block 4, GLS inhibitor -17%, Pin1 inh inconclusive, G9a block 1%[2.33 µM], JMJD2A Tudor inh -2%, BAZ2B block 12%, POLH inh -15%, Tb PGK inh -2% and HP1b binding inh 32%.
Screening O=c1oc(CCCO)cc2ccc(C#CC3(O)CCCCC3)cc12 returned PI4K2A block -3, GLS inhibitor 2%, Pin1 inh 2%, G9a block -19%[0.501 µM], JMJD2A Tudor inh -18%, BAZ2B block 11%, POLH inh -4%, Tb PGK inh -5% and HP1b binding inh 30%.
Screening CCCNC(=S)N1CCC(c2nc3cc(C)c(C)cc3[nH]2)CC1 returned PI4K2A block 0, GLS inhibitor -7%, Pin1 inh -7%, G9a block 12%[0.501 µM], JMJD2A Tudor inh -14%, BAZ2B block -4%, POLH inh 3%, Tb PGK inh -3%[11.5 µM] and HP1b binding inh 30%.
`O=C(O)c1cnc(-c2ccccc2)nc1Oc1ccccc1` gave PI4K2A block 2, GLS inhibitor 10%, Pin1 inh 2%, G9a block -9%, JMJD2A Tudor inh 3%, BAZ2B block -16%, POLH inh 5%, Tb PGK inh -2% and HP1b binding inh -3%.
For Cc1ccc(NS(=O)(=O)c2ccc(-c3coc(C)n3)cc2)c(Br)c1 the results were PI4K2A block -3, GLS inhibitor 1%, Pin1 inh inconclusive, G9a block 20%, JMJD2A Tudor inh -13%, BAZ2B block -37%[57.1 µM], POLH inh -6%, Tb PGK inh -1% and HP1b binding inh 4%.
For COc1ccc(CC(=O)NC(C)c2nnc(SCCOc3ccc(OC)cc3)n2C)cc1 (centres undefined) the results were PI4K2A block 2, GLS inhibitor 4%, Pin1 inh 4%, G9a block 19%[59 µM], JMJD2A Tudor inh -16%, BAZ2B block 3%, POLH inh -2%, Tb PGK inh -4% and HP1b binding inh 15%.
O=[N+]([O-])c1ccc(/C=N/N/C(=N/c2ccccn2)c2ccccn2)cc1 was read as PI4K2A block -3, GLS inhibitor 17%, Pin1 inh 2%, G9a block 10%[12.7 µM], JMJD2A Tudor inh -29%, BAZ2B block -3%, POLH inh -8%, Tb PGK inh -6% and HP1b binding inh 23%.
Cc1ccc(S(=O)(=O)CCNC(=O)Cc2ccc(Cl)cc2)cc1 was read as PI4K2A block 2, GLS inhibitor 1%, Pin1 inh -1%, G9a block -1%, JMJD2A Tudor inh -6%[57.1 µM], BAZ2B block -4%, POLH inh 8%, Tb PGK inh 6% and HP1b binding inh 38%[activator].
CCNC(=O)c1cnc2c(-c3ccccc3)c(C)nn2c1C was read as PI4K2A block 2, GLS inhibitor 9%, Pin1 inh 7%, G9a block 7%[59 µM], JMJD2A Tudor inh -10%, BAZ2B block -9%, POLH inh -19%, Tb PGK inh -11% and HP1b binding inh 73%[activator].
Screening CSc1ccccc1NC(=O)CN(C)C(=O)C1CCN(C(=O)Nc2ccccc2)CC1 returned PI4K2A block 0, GLS inhibitor 4%, Pin1 inh -1%, G9a block 4%, JMJD2A Tudor inh -20%, BAZ2B block -5%, POLH inh 6%, Tb PGK inh 1% and HP1b binding inh 4%.
Screening Cc1cc(NS(=O)(=O)c2ccc(NC(=O)CN3C(=O)c4ccccc4C3=O)cc2)nc(C)n1 returned PI4K2A block 2, GLS inhibitor 5%, Pin1 inh 4%, G9a block inconclusive, JMJD2A Tudor inh -12%, BAZ2B block 0%, POLH inh -4%, Tb PGK inh 2% and HP1b binding inh 18%.
Screening COC(=O)C(CC(C)C)NC(=O)/C=C/c1ccc(Cl)cc1 (centres undefined) returned PI4K2A block -2, GLS inhibitor -20%, Pin1 inh 12%, G9a block 9%, JMJD2A Tudor inh 8%, BAZ2B block 3%, POLH inh -11%, Tb PGK inh -10% and HP1b binding inh 24%.
